Source: PubChem BioAssay
HT1080NT lethal: qHTS for induction of synthetic lethality in tumor cells producing 2HG: qHTS for the HT-1080-NT fibrosarcoma cell line. HT-1080-NT fibrosarcoma viability, CellTiter-Glo ATP luminescence, 48 h. hit rate 1.6% among 360,000. AID 686970, 2013. Potency, µM (highest dose often 46.1 µM), without a hit: at the top dose activity, negative = less viability, usual class: cytotoxic;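 note: NT is the 2HG producing partner of a matched IDH1 knockdown line; potency is the fitted concentration of half-maximal effect; 0% = DMSO-treated cells and -100% = media-only wells without cells; nearly all actives have a fitted effect of over 55% in size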
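Compounds were tested in concentration-response format on HT-1080-NT cells for 48 hours at 37 degrees C. Cell viability came from CellTiter-Glo luminescence; curves were classified by r2, response magnitude and activity.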
SW480 rereplic: A quantitative high throughput screen for small molecules that induce DNA re-replication in SW480 colon adenocarcinoma cells | SW480 DNA re-replication, Hoechst DNA content imaging, 48 h | Potency, µM (top dose mostly 46.1 µM), inactives show at the top dose re-replication activation, usual class: activators | hit rate 1.8% among 340,000; note: potency is the fitted concentration of half-maximal effect; % of control where 0% means no effect; nearly all actives have a fitted effect of over 55% in size
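250 cells/well; 23 nL cpd via pin tool; 48 hr, 37 C, 5% CO2; Hoechst 40 min; imager read of total nuclear intensity, ex 405/em 500-530 nm.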
ATXN2 expr inh: Primary qHTS for Inhibitors of ATXN expression; Potency, µM (series often up to 57 µM), for inactives: at the highest dose activity change, negative = inhibition, hits mostly inhibitors; HEK-293 ATXN2-luciferase reporter, luminescence, 24 h; AID 1745845, 2022; hit rate 0.72% among 360,000; note: potency is the fitted concentration of half-maximal effect; % is set by controls: 0 for no effect and ±100 for the full control effect; nearly all actives have a fitted effect of over 55% in size
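qHTS (up to 57 uM final) was run with 24 h compound exposure of reporter cells at 37 °C. Each well was multiplexed: SteadyGlo luminescence measured ATXN2-luciferase expression after a fluorogenic Gly-Phe-AFC viability readout (25 uM final).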
IL1B secr inh: qHTS for Inhibitors of Inflammasome Signaling: IL-1-beta AlphaLISA Primary Screen | THP-1 LPS/ATP IL-1B secretion, AlphaLISA, 16 h; active compounds read low | activity change, % at 57.5 µM | hit rate 4.7% among 360,000 | AID 743279, 2014; in the data active = activity change below about -50%; inconclusive = mostly about -30% to -49%; note: % is set by controls: 0 for no effect and ±100 for the full control effect
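Secreted IL-1B measured by AlphaLISA bead assay after 16 h compound exposure of THP-1 cells; compounds (final up to 57.5 uM) added 1 h before LPS (250 ng/mL) and ATP (1.25 mM) stimulation; lower signal means less secretion.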
HT1080 IDH1KD tx: qHTS for induction of synthetic lethality in tumor cells producing 2HG: qHTS for the HT-1080-IDH1KD cell line. HT-1080 IDH1 knockdown viability, ATP luminescence, 48 h. Potency, µM (series often up to 46.1 µM), without a hit: top-dose activity, negative = toxicity, usual class: cytotoxic. hit rate 2% among 360,000. AID 686971, 2013;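 note: potency is the fitted concentration of half-maximal effect; 0% = DMSO wells and -100% = cell-free medium wells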
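Luminescent ATP read-out (CellTiter-Glo, 10 min at room temperature) after 48 h compound exposure at 37 °C gave viability of IDH1-knockdown HT-1080 cells. Activity was normalised to DMSO and cell-free wells, then fitted as concentration-response curves.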
KB-V1 MDR tox: qHTS assay for MDR1-selective chemotherapeutics: Primary screen using the drug-selected MDR subline cells KB-V1; AID 1347076, 2019; Potency, µM (titrated, usually from 46.1 µM), for the others: top-dose activity change, negative = cytotoxicity, hits mostly cytotoxic; KB-V1 MDR cells viability, CellTiter-Glo, 72 h; hit rate 3.4% among 400,000; note: potency is the fitted concentration of half-maximal effect; % is set by controls: 0 for no effect and ±100 for the full control effect; nearly all actives have a fitted effect of over 60% in size
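In this primary screen, KB-V1 cells overexpressing P-gp are incubated with library compounds (lowest to highest concentration) for 72 h at 37 degrees C before a luminescent ATP viability read.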
MCF10A rereplic: A quantitative high throughput screen for small molecules that induce DNA re-replication in MCF 10a normal breast cells; hit rate 2.9% among 350,000; MCF 10A DNA re-replication, Hoechst nuclear intensity, 48 h; Potency, µM (series often up to 46.1 µM), for the others: at the top dose activity, positive = re-replication, most hits filed as activators; note: potency is the fitted concentration of half-maximal effect; % of control where 0% means no effect; nearly all actives have a fitted effect of over 50% in size
WRN inhibitor: qHTS for Inhibitors of WRN Helicase; hit rate 0.46% among 360,000; AID 651768, 2012; Bifunctional 3'-5' exonuclease/ATP-dependent helicase WRN (Homo sapiens), Q14191; Potency, µM (top dose mostly 114 µM), for the others: at the top dose activity change, negative = inhibition, hits mostly inhibitors; WRN helicase unwinding, fluorescent forked duplex, kinetic; note: potency is the fitted concentration of half-maximal effect; % is set by controls: 0 for no effect and ±100 for the full control effect; nearly all actives have a fitted effect of over 55% in size
Target sequence (Q14191 whole entry, looked up): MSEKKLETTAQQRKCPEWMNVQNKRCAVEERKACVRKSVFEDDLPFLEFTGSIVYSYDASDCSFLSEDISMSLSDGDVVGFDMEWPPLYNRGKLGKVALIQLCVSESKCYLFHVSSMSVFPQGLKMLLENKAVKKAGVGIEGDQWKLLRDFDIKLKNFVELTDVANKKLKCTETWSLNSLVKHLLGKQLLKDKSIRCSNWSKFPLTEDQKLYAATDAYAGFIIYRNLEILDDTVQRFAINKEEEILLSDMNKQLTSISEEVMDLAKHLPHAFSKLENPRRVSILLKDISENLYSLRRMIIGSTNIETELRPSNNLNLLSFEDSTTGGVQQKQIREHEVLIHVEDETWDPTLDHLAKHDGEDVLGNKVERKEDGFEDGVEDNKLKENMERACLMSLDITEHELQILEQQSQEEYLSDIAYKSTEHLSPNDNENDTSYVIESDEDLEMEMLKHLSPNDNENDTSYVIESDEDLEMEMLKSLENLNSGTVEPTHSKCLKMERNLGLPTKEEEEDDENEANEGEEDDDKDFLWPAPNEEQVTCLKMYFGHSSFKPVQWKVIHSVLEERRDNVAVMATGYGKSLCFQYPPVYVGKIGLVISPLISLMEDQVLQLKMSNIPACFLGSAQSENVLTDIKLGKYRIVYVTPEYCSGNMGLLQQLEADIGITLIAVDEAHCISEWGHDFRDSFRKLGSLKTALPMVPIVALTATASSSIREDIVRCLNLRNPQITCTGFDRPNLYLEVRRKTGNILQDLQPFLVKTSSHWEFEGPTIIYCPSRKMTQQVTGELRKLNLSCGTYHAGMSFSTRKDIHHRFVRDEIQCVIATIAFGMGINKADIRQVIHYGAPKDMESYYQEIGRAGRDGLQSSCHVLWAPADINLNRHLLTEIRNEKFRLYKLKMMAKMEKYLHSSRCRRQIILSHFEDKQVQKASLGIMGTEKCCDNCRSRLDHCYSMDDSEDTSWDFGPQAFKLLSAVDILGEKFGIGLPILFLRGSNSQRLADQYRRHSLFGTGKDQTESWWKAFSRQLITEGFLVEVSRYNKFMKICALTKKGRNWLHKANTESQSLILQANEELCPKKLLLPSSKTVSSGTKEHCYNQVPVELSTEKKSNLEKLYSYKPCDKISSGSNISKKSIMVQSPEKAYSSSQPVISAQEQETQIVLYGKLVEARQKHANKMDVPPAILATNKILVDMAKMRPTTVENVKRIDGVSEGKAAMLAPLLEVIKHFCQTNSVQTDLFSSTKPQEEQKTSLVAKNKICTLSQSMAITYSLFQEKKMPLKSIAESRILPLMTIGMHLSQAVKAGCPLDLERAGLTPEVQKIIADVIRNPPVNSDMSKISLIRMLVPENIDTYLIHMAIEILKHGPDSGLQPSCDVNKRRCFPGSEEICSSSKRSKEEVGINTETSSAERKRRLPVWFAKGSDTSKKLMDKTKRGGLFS
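Kinetic red-fluorescence monitoring (525/598 nm) tracks WRN helicase activity after 100 nM fluorophore-quencher forked duplex and 2 mM ATP are added to 20 nM enzyme pretreated 15 min at room temperature with compound.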
KB-3-1 cytotox: qHTS assay for MDR1-selective chemotherapeutics: Primary screen using the parental adenocarcinoma cell KB-3-1. KB-3-1 viability, CellTiter-Glo ATP luminescence, 72 h. Potency, µM (top dose mostly 46.1 µM), without a hit: top-dose activity change, negative = cytotoxic, actives largely listed as cytotoxic. hit rate 1.4% among 400,000; note: potency is the fitted concentration of half-maximal effect; % is set by controls: 0 for no effect and ±100 for the full control effect; nearly all actives have a fitted effect of over 60% in size
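Cytotoxicity in the drug-sensitive parental line KB-3-1 was scored as loss of CellTiter-Glo luminescence following 72 h incubation with compound. Values come from curve fitting of normalized concentration-response data.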
Starred values were filed as active, the others as inactive; ? = inconclusive; . = not tested or not shown; [ ] = remark or other dose. Unless noted, calls come from the whole dose curve; as a rule, active = well fitted curve in the direction sought with a large enough effect; inconclusive = small, poorly fitted or top-dose-only effect, or another doubt; inactive = no such curve, though single readings can be large; an effect the other way counts as inactive or inconclusive. This is a random part of the collection. Share with any hit: about 12%.

SMILES	HT1080NT lethal	SW480 rereplic	ATXN2 expr inh	IL1B secr inh	HT1080 IDH1KD tx	KB-V1 MDR tox	MCF10A rereplic	WRN inhibitor	KB-3-1 cytotox
O=S(=O)(O)c1nc2ccccc2[nH]1	-2%	-14%	-9%	4	0%	1%	?	5%	-1%
O=C(/C=C/c1ccco1)N1CCN(C/C=C/c2ccccc2)CC1	19%	7%	-22%	-7	7%	15µM*	?	-14%	-8%
Cc1ccc(C)c(S(=O)(=O)n2cnc3ccccc32)c1	3%	-9%	-2%	-5	25%	14%	1%	-10%	8%
COCCN(C(=O)CCC(=O)Nc1cc(C)on1)C(C(=O)NC1CCCC1)c1ccccc1C (stereo not drawn)	9%	-27%	22%[11.3 µM]	40	9%	-7%	-1%	-7%	16%
CCCN1C2CCCC1CC(NC(=O)c1ccccc1Br)C2 (stereo not drawn)	15%	-1%	-5%	2	19%	12%	-15%	7%	10%
Cc1ccsc1C(=O)Nc1cccc(S(=O)(=O)N(C)C)c1	12%	1%	3%	9	19%	5%	-3%	1%	7%
O=C(C[C@@H]1C/C=C\C[C@@H](Cc2ccc(F)cc2)C(=O)OC[C@H]2CCCN2C1=O)NCCO	0%	-5%	5%	5	9%	20%	-3%	3%	4%
O=C1c2ccc(Br)cc2C(=O)N1c1ccc(Cl)cn1	5%	-10%	3%	14	9%	0%	-6%	2%	-1%
COc1ccc2cc(C3(C)NC(=O)N(CC(=O)N4CCCCC4)C3=O)ccc2c1 (stereo not drawn)	-3%	-3%	-5%	-10	-28%	-3%	-20%	6%	?
CCSc1nnc(CNc2ccc(C)cc2)n1C	3%	8%	.	27	9%	-6%	0%	1%	1%
CO/N=C(/CN1CCCCC1)c1ccc(Cl)cc1	9%	0%	-3%	23	10%	24%	1%	-1%	12%
COc1ccc(C(=O)NCCn2ccc3ccccc32)cc1OC	-4%	4%	7%	-17	-2%	6%	-1%	-15%	-1%
COc1ccc(CN2C(=O)NC3(CCCc4ccccc43)C2=O)cc1F (stereo not drawn)	-20%	-1%	-21%	0	-2%	?	-3%	5%	-5%
CCOC(=O)C1(CCc2ccccc2)CCN(Cc2cccc3nccnc23)CC1	-3%	12%	-27%	?	-13%	-18%	23%	-4%	-17%
CCOc1ccc(-c2cc(C(=O)Nc3ccc(C)c(NS(C)(=O)=O)c3)[nH]n2)c(C)c1	-27%	.	0%	-2	?	?	.	1%	-3%
Cn1cc(Br)c(-c2cccc(N3C(=O)CCCC3=O)c2)n1	14%	-7%	-6%	29	6%	13%	-4%	-4%	2%
COCCNC(=O)C1(C(F)(F)F)CC(CCCO)CCCO1 (stereo not drawn)	10%	-10%	3%	28	9%	18%	6%	8%	2%
CCc1ccc(OCc2nnc(SCCN3CCOCC3)n2C)cc1	13%	-4%	-9%	7	6%	17%	4%	3%	12%
CCCC12CN3CC(C)(CN(C1)C3c1ccc([N+](=O)[O-])o1)C2=O (stereo not drawn)	9%	-6%[9.22 µM]	13%	1	16%	2%	?	-26%	-7%
CCN(CCCCN1C(=O)c2ccccc2C1=O)c1ccc2c(c1)C(=O)N(C)C2=O	8%	10%	?	-2	9%	-20%	?	?	-5%
COc1ccc(S(=O)(=O)N2CCC(C(=O)N[C@H](C(=O)N3CCCC3)C(C)C)CC2)cc1	11%	-8%	38%	-10	?	5%	17%	-4%	-2%
CSc1ccccc1NC(=O)CNCCCN1CCOCC1	-5%	-6%	-15%	-10	6%	-25%	-14%	?	-9%
CCn1c(SCc2nc(-c3ccc(OC)c(OC)c3)no2)nnc1-c1cccs1	0%	0%	-12%	-16	-25%	9.2µM*	16%	-7%	-25%
Cc1nc2ncnn2c(N2CCN(C(=O)c3cccc(F)c3)CC2)c1C	6%	-1%	-14%	24	-1%	-24%	0%	6%	-3%
O=C(O)c1ccc(N/C(=N\S(=O)(=O)c2ccc(Cl)cc2)c2ccccc2)cc1	-1%	-1%	6%	30	1%	3%	2%	-7%	4%
Cc1ccc(-c2c3c([nH]c(=S)c2C#N)CCCC3)o1	-4%	-1%	-7%	-20	-6%	30%	4%	45µM*	8%
Cc1ccc(NC(=S)NC(=O)c2ccc(-c3ccccc3)cc2)c(C)c1	-10%	-1%	-14%	-50*	-18%	-13%	21%	-16%	0%
O=C(COc1ccc(F)cc1)Nc1nccs1	-8%	-9%	15%	-14	-2%	9%	0%	4%	-5%
COc1ccc(NC(=O)CCn2nc(C)cc2C)cc1	14%	-12%	-1%	1	6%[9.24 µM]	-1%	3%	3%	18%
Cc1cc(C)c(C)c(S(=O)(=O)N2CCN(C(=S)NCC3CCCO3)CC2)c1C (stereo not drawn)	-20%	12%	2%	1	-12%	?	14%	4%	0%
COc1ccccc1Nc1ncccc1C(=O)O	27%	-9%	-1%	8	12%	19%	1%	-1%[57.1 µM]	0%
O=C(CN1CCN(c2ccc([N+](=O)[O-])cc2)CC1)Nc1nccs1	9%	7%	-23%	13	-8%	-8%	1%	7%	?
Cc1ccc(CNC(=O)C2CCN(S(=O)(=O)c3cccs3)CC2)cc1	-18%	0%	-18%	2	-4%	-29%	-2%	-4%	-1%
COc1ccc(C(=O)Nc2c3c(nn2C(C)(C)C)CS(=O)(=O)C3)cc1OC	16%	-5%	-3%	9	?	-2%	0%	4%	2%
Cc1ccc(N2C(=O)CC(NNc3nc4ccccc4s3)C2=O)cc1C (stereo not drawn)	-5%	-3%	0%	-4	5%	-18%	-1%	7%	8%
COc1cc2cccc(OC)c(=O)c2c(O)c1OC	18%	-5%	27%	-17	19%	-2%	0%	-7%	?
Cc1ccc(S(=O)(=O)N(CC(=O)N2CCCCC2)c2cccc(C)c2)cc1	-2%	-3%	1%	-6	-1%[9.24 µM]	?	1%	9%	0%
Cc1ccc(-c2c[n+](Cc3ccc(Cl)cc3)c3n2CCC3)cc1	?	5%	-38%	-85*	?	22%	2%	-35%	?
C#CCn1cnc2c(oc3ccccc32)c1=O	1%	-2%	.	-4	0%	1%	-3%	3%	-16%
Cc1ccc(Nc2nnc(SCC(=O)Nc3cccc(S(=O)(=O)NC4=NCCCCC4)c3)s2)cc1	0%	1%	45%[activator]	?	-7%	?	10%	-20%	3%
CS(=O)(=O)N(CC(=O)N1CCc2ccccc2C1)Cc1ccc(F)cc1	5%	-27%	-4%	2	5%	-14%	-23%[9.22 µM]	9%	-3%
Oc1ccc2ccccc2c1CNc1ccc(Br)cc1	?	?	6%	-9	-26%	8%	?	-7%	0%
O=C(c1ccc(Cn2cc(Cl)cn2)cc1)N1CCN(c2ccccc2)CC1	-15%	2%	7%	3	-16%	?	-181%[0.0737 µM]	-2%	?
CCCOc1cccc(NC(=O)c2cc(C)oc2C)c1	0%	1%	25%	-14	0%	-13%	3%	-1%	-2%
Cc1cc(C)nc(SCCCNCc2ccc(Br)cc2)n1	?	-5%	.	-4	-28%	-6%	26%	3%	-6%
COc1cc(OC)cc(-c2nnc(Nc3nc4c(F)cccc4s3)o2)c1	5%	-10%	-21%	33	3%	10%	2%	-18%	-10%
Fc1cccc(F)c1-c1nc2c(s1)CCc1onc(-c3ccc(Br)cc3)c1-2	8%	4%	2%	-6	7%	10%	2%	-4%	2%
COc1ccc(/C=N/NC(=O)CSc2ccccn2)cc1OC	13%	-3%	38%[activator]	-7	-1%	-2%	1%	-22%	8%

Structures listed above that bear a hit mark in WRN inhibitor.
compound,SW480 rereplic,IL1B secr inh,WRN inhibitor
Cc1ccc(-c2c3c([nH]c(=S)c2C#N)CCCC3)o1,-1%,-20,45µM*

Individual results from above.
O=C(c1ccc(Cn2cc(Cl)cn2)cc1)N1CCN(c2ccccc2)CC1 in WRN inhibitor = -2%
C#CCn1cnc2c(oc3ccccc32)c1=O in KB-3-1 cytotox = -16%
Oc1ccc2ccccc2c1CNc1ccc(Br)cc1 in IL1B secr inh = -9
Cc1cc(C)nc(SCCCNCc2ccc(Br)cc2)n1 in IL1B secr inh = -4

Carrying on:
SMILES	HT1080NT lethal	SW480 rereplic	ATXN2 expr inh	IL1B secr inh	HT1080 IDH1KD tx	KB-V1 MDR tox	MCF10A rereplic	WRN inhibitor	KB-3-1 cytotox
CCn1c2ccccc2c2cc(/C=N/n3cn[nH]c3=S)ccc21	-1%	3.7µM*	?	-12	0%	?	?	-5%	-16%
Cc1ccc(CNC(=O)CCNC(=O)c2ccco2)cc1	17%	-5%	21%	18	13%	?	9%	0%	17%
COc1ccc(CCNS(=O)(=O)c2cc3c4c(c2)CC(=O)N4CCC3)cc1	5%	12%	3%	9	2%	12%	2%	-7%	?
CCOC(=O)c1c(-c2ccco2)csc1NC(=O)CSc1nnc(N)s1	?	-11%	4%	40	?	-20%	-3%	-23%	-7%
Cc1ccc(NC(=O)C(c2ccc(Cl)cc2)N2CCOCC2)cc1 (stereo not drawn)	7%	-6%	1%	7	12%	21%	-2%	-2%	-1%
COc1ccc(/C(C)=N/NC(=O)c2ccc(N(C)C)cc2)cc1	-1%	14%	8%	-7	-2%	?	16%	-13%	7%
CCOc1ccccc1N1CCN(C(=S)NCc2ccco2)CC1	15%	-7%	0%	-25	10%	?	-1%	-6%	2%
